# SUMO1-SIM PPI: modulators of human SUMO1-mediated protein-protein interactions | 360,000 compounds, 0.33% hits | SUMO1 binding to a labelled peptide, TR-FRET, 1 h | P63165 | inhibition, % at 20 µM; in the data active means inhibition above about 37%
# MsrA inhibitor: inhibits bovine methionine sulfoxide reductase A; purified bovine MsrA, absorbance read-out; AID 651718; 360,000 compounds, 0.75% hits; inhibition, % at 15.5 µM; in the data active means inhibition above about 4.5%;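 further: 0% = vehicle wells with enzyme and 100% = reference inhibitor wells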
# bovine MsrA act: activates bovine MsrA enzyme. purified bovine MsrA, absorbance read-out. activation, % at 10.6 µM. 360,000 compounds, 0.3% hits. AID 602163; in the data active means activation above about 7.5%;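 further: 0% = vehicle and 100% = reference activator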
# Scp1 inh: inhibitors of human Scp-1 phosphatase; inhibition, % at 20 µM; Q9GZU7; 340,000 compounds, 0.88% hits; Recombinant Scp1, phosphopeptide, malachite green phosphate absorbance; AID 493091;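 active means inhibition above about 50% at 20 µM, limit read from the data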;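 further: plate controls were DMSO wells with enzyme for no effect and wells lacking enzyme for full effect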
#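 Test system – truncated SCP-1 phosphatase (76-261aa) · Reagent – Phosphorylated 17-residue peptide substrate · Incubation – 45 min room-temperature reaction, 5 min colour, 30 min stabiliser · Detection – colorimetric phosphate reagent with accelerator and stabiliser, absorbance at 630 nm · Measure – % inhibition at 20 µM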
# E coli Lon inh: inhibitors of E. coli Lon protease | P0A9M0 | purified E. coli Lon protease, fluorescence polarization | inhibition, % at 7.94 µM | 360,000 compounds, 0.42% hits; in the data active means inhibition above about 13%, passing the limit was not always enough;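 further: 0% = enzyme with probe and DMSO and 100% = no enzyme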
# LMPTP inh: LMPTP (human) inhibition; P24666; recombinant LMPTP-A, OMFP fluorogenic substrate, fluorescence intensity; inhibition, % at 20 µM; 360,000 compounds, 0.22% hits;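 active means compounds that cut the enzyme signal by at least half of the control window in the single-dose screen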;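 further: plate controls were DMSO wells with enzyme plus substrate for no effect and substrate without enzyme for full effect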
# Target sequence (P24666 whole entry, looked up): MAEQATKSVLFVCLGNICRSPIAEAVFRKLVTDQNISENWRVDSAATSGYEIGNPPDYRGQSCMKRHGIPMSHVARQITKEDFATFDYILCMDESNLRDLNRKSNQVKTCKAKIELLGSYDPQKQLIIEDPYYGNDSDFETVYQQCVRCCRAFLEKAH
#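 Test system – LMPTP-A enzyme · Amount – LMPTP-A at 0.625 nM final in the reaction · Buffer or medium – Bis-Tris pH 6.0, DTT, detergent · Reagent – OMFP 400 µM · Doses – single 20 µM dose · Schedule – reaction 50 min, room temperature, dark · Detection – fluorescence intensity of OMFP turnover product · Evaluation – percent inhibition versus substrate-only and uninhibited controls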
# Tb MetRS inh: blocks T. brucei methionyl-tRNA synthetase activity | purified T. brucei MetRS, ATP depletion, Kinase-Glo luminescence | inhibition, % at 11.9 µM | 360,000 compounds, 0.4% hits | AID 624268;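 active means inhibition above a per-plate cutoff of the control wells' mean inhibition plus 3 SD, cut at about 5.5% in these data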;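 further: 0% = DMSO wells median and 100% = median of wells with control inhibitor compound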
#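 technique = Kinase-Glo luminescence, ATP depletion format | system = purified MetRS (methionyl-tRNA synthetase) enzyme from Trypanosoma brucei | timing = 15 min preincubation, 2 h reaction, all 25 °C | evaluation = percent inhibition versus plate control medians | dosing = single dose, 11.9 µM final nominal, 0.9% final DMSO | also added = substrates ATP, L-methionine and bulk Escherichia coli tRNA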
# STEP block: STEP (human) phosphatase inhibition; 360,000 compounds, 0.25% hits; recombinant STEP, OMFP fluorogenic substrate, fluorescence; inhibition, % at 20 µM; P54829;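 active means inhibition at 20 µM, scaled per plate between control wells, above about 37%, limit read from the data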;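 further: 0% = DMSO with enzyme and substrate and 100% = substrate only without enzyme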
#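 Assay system: isolated STEP enzyme / Timing: 20 min at room temperature, dark / Doses: 20 µM, 1% DMSO / Technique: fluorescence intensity, excitation 480 nm, emission 540 nm / Reagent: fluorogenic phosphatase substrate OMFP at 25 µM final / Measure: percent inhibition scaled to no-enzyme and uninhibited-enzyme controls, plate-pattern corrected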
# DNMT1 block: DNMT1 (human) enzyme inhibition | DNMT1 molecular beacon, Hinp1I cleavage, fluorescence | inhibition (reported as % activation of signal), % at 10 µM | P26358 | 360,000 compounds, 0.83% hits; in the data active means inhibition above about 50%
# CendR NRP1 mod: NRP-1/CendR interaction modulation; O14786; FAM-RPARPAR peptide binding to NRP-1, fluorescence polarization; inhibition, % at 25 µM; 360,000 compounds, 0.85% hits; AID 602438;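 active means inhibition or corrected inhibition above about 18%, plus a signal ratio from 0.5 to 1.5, limit read from the data, passing the limit was not always enough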; further: strong numbers were not always called active
# Target sequence (O14786 whole entry, looked up): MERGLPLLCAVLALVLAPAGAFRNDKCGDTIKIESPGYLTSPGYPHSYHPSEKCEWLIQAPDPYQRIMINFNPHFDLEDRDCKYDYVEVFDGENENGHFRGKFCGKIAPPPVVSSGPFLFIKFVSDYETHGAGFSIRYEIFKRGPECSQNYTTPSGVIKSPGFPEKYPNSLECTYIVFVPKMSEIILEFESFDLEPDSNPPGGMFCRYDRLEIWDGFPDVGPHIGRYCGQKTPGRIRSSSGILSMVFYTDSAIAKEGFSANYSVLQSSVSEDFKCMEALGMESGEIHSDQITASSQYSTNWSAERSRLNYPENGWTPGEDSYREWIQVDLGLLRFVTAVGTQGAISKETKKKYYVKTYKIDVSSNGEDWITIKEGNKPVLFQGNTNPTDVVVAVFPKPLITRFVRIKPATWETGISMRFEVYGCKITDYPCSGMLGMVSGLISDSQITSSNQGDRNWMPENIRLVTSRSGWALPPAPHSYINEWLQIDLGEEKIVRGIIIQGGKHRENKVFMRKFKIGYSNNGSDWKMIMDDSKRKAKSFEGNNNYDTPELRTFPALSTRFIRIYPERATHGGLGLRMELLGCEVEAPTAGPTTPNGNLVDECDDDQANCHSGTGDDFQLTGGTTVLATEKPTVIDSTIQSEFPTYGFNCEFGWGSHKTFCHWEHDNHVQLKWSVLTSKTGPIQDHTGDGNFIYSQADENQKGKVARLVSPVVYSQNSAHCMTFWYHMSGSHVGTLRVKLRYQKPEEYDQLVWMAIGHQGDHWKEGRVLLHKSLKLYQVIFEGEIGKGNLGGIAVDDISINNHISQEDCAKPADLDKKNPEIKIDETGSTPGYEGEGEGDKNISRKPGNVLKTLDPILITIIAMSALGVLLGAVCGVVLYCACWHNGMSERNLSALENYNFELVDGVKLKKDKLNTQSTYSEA
# Starred values were filed as active, the others as inactive; · = no result given.
SMILES,SUMO1-SIM PPI,MsrA inhibitor,bovine MsrA act,Scp1 inh,E coli Lon inh,LMPTP inh,Tb MetRS inh,STEP block,DNMT1 block,CendR NRP1 mod
Cc1ccc(-c2nnc(SCC(=O)Nc3sc(C)c(C)c3C#N)n2C)cc1,-1,0.1,-6,-9,-5,-0.6,-0.8,-8,52*,-12
Nc1nonc1-c1nc2ccccc2n1CC(=O)N/N=C\c1ccc(-c2ccc(Cl)cc2)o1,1,0.6,-11,3,-11,-0.1,-0.6,2,30,-17
O=C(NCC1CCCO1)C1CCN(C2CCN(C(=O)CC3CCCC3)CC2)CC1 (stereo unspecified),5,3.5,-13,-1,-13,2.8,-2.2,-3,5,3
CC(C)CC(=O)NC(=S)Nc1cc(C(F)(F)F)ccc1N1CCOCC1,-1,-0.1,-9,-2,2,2.2,-0.7,0,5,-2
Cc1cc(Cl)ccc1C(=O)C1CCCN(C(=O)CCN2CCCO2)C1 (stereo unspecified),5,0.5,1,-12,4,-0.7,-0.5,-4,3,2
Cc1nn(CC(=O)Nc2nccs2)c(C)c1[N+](=O)[O-],0,-1.3,-5,-2,1,0.8,0.3,0,7,-4
CCCN(C(=O)/C=C/c1ccc(S(=O)(=O)N(CC)CC)cc1)C1CCS(=O)(=O)C1 (stereo unspecified),-17,1.0,-3,-7,-2,-1.0,0.1,1,6,-148
CCN(CC)S(=O)(=O)c1ccc(NC(=O)Cn2c(=O)sc3ccccc32)cc1,3,-1.1,0,-17,0,-0.5,0.6,0,-7,3
CCOc1ccc(C(=O)Nc2nc(C)c(C(=O)OC)s2)cc1,-41,0.5,-3,40,-3,42,-0.6,79*,27,4
CCc1ccc(NC(=O)c2ccccc2Br)cc1,0,0.0,-9,-2,4,0.4,1.4,1,-2,-7
Cc1ccccc1OCCC(=O)N(CC(C)C)c1c(N)n(Cc2ccccc2)c(=O)[nH]c1=O,-1,2.1,-6,-3,3,-0.5,-0.2,-2,2,-1
CC1CCCC(NC(=O)COc2ncnc3ccccc23)C1C (stereo unspecified),-1,0.5,-4,-10,-3,-3.2,-0.3,0,3,17
O=C(CCNC(=O)C1CCN(S(=O)(=O)c2ccccc2)CC1)NCc1ccc(Cl)cc1,-3,-0.9,-7,-2,2,-2.7,-0.6,-2,0,2
O=C(c1nc2ncccn2n1)N1CCN(c2ccc(F)cc2)CC1,-2,0.1,-1,-4,8,0.6,-0.1,4,2,5
C=CCNC(=O)CCC(=O)NNc1nc2ccccc2c2nc(-c3ccccc3)nn12,7,1.1,-11,7,4,4.0,-0.7,3,28,4
C[C@@H]1CN([C@@H](C)CO)C(=O)CCCn2nncc2CO[C@H]1CN(C)C(=O)Nc1cccc(Oc2ccccn2)c1,2,-0.3,-1,·,-3,-2.3,-0.7,0,6,14
NC(=O)Nc1ccc(Oc2ncc(C(F)(F)F)cc2Cl)cc1,-4,0.2,-2,-4,-5,0.5,-0.6,-5,2,-5
CCOC(=O)c1c(-c2ccc(C)o2)csc1NC(=S)NC(=O)c1ccc(F)cc1,-3,-0.8,-11,-5,5,2.4,-1.3,0,0,8
CN(C(=O)COn1nnc2ccc(S(=O)(=O)N3CCOCC3)cc21)c1ccccc1,0,1.1,-3,-5,-2,-1.4,0.0,0,3,10
COc1ccc(C(c2nnnn2C2CCCC2)N2CCC(C)CC2)c(OC)c1 (stereo unspecified),-2,-0.3,-7,31,3,-0.6,-0.1,0,-3,16
COc1cc(CN(C)c2ncnc3sccc23)ccc1OC(F)F,0,-0.6,-15,-4,-9,0.4,-1.2,-3,1,-2
COc1ccccc1NC(=O)C1=C(C)NC(=O)NC1c1cccc(OC)c1OC (stereo unspecified),1,0.6,-2,-6,-3,0.5,-1.0,1,0,11
CCOC(=O)C1=C(CC)Nc2ccccc2N=C1NC(=O)c1ccc(C)c(S(=O)(=O)N2CCOCC2)c1,6,0.3,-3,-5,-5,-0.8,-0.3,1,1,2
CCCn1c(N)c(C(=O)CSc2nnc3n2CCCCC3)c(=O)n(C)c1=O,-1,0.9,-1,-13,-7,-0.9,-0.1,-2,3,7
CCN1C(=O)[C@H]2[C@@H](c3ccc(-c4cccc(Cl)c4)c(OC)c3)N3CCC[C@@]3(C(=O)OC)[C@H]2C1=O,-3,0.6,-3,0,0,2.4,-0.4,0,-14,-7

# Reformatted as tab-separated lines: entries from further up
molecule	SUMO1-SIM PPI	MsrA inhibitor	bovine MsrA act	Scp1 inh	E coli Lon inh	LMPTP inh	Tb MetRS inh	STEP block	DNMT1 block	CendR NRP1 mod
CCOC(=O)C1=C(CC)Nc2ccccc2N=C1NC(=O)c1ccc(C)c(S(=O)(=O)N2CCOCC2)c1	6	0.3	-3	-5	-5	-0.8	-0.3	1	1	2
CN(C(=O)COn1nnc2ccc(S(=O)(=O)N3CCOCC3)cc21)c1ccccc1	0	1.1	-3	-5	-2	-1.4	0.0	0	3	10
Cc1cc(Cl)ccc1C(=O)C1CCCN(C(=O)CCN2CCCO2)C1 (stereo unspecified)	5	0.5	1	-12	4	-0.7	-0.5	-4	3	2

# (list continues)
SMILES,SUMO1-SIM PPI,MsrA inhibitor,bovine MsrA act,Scp1 inh,E coli Lon inh,LMPTP inh,Tb MetRS inh,STEP block,DNMT1 block,CendR NRP1 mod
O=C(CN(Cc1ccccc1)S(=O)(=O)c1ccccc1)N/N=C/c1ccccc1[N+](=O)[O-],-18,-0.3,-3,-5,4,2.1,-0.6,4,-4,-7
O=C(NCC1CCCO1)c1c(O)nc2sccn2c1=O (stereo unspecified),-2,-0.8,-2,-7,-1,-1.4,-0.2,2,0,8
CCOc1ccc2nc(SCC#N)c(C#N)cc2c1,-4,1.0,-5,-1,1,1.3,-0.3,1,6,3
O=C(NNC(=O)c1ccc(Br)s1)c1cccc(Cl)c1,4,1.7,-4,-2,-2,0.6,-0.5,2,8,9
COc1ccc(C2=NOC(C(=O)NCc3cccnc3)C2)cc1 (stereo unspecified),-8,-0.6,-1,-6,2,-0.7,-0.2,-2,-1,-2
COC(=O)c1c(NC(=O)c2ccc(OC(C)C)cc2)sc2c1CC(C)(C)NC2(C)C,-10,-0.8,-1,-6,7,1.1,-0.5,3,-6,-1
Cc1ccc(-c2nnc(CSc3nc(C(C)C)nc4sc(C)c(C)c34)o2)cc1,4,-0.1,0,-8,2,-1.9,-0.7,-2,-4,13
O=C(N/N=C/C(Cl)=C/c1ccc([N+](=O)[O-])cc1)C(=O)Nc1cccc(C(=O)O)c1,-4,9.2*,-5,12,0,0.4,0.3,46*,-4,4
C/C(=N\Nc1ncc(Cl)cc1Cl)c1cccs1,-17,·,-5,·,0,-0.7,-0.3,2,-1,-11
Cc1cn(C(=O)c2cccc(Br)c2)c(C)n1,-4,0.6,-4,-10,-1,-0.2,-0.8,-4,1,0
COc1ccc(-c2noc(CCC(=O)N3CCN(c4cccc(C)c4)CC3)n2)cc1,1,-0.2,-7,9,4,1.3,-1.1,0,-1,0
COc1cccc(CNC(=O)CCC2CCCN(C(=O)c3ccc(F)c(Cl)c3)C2)c1 (stereo unspecified),-1,-0.8,-2,-2,-14,-0.5,0.0,-1,1,22
CC1CCN(C(=O)CCNC(=O)c2ccccc2Cl)CC1,0,-0.8,-3,-8,-7,-4.5,0.0,-1,-2,9
COc1ccccc1N1CCN(CC(O)COc2ccc(C)c(C)c2)CC1 (stereo unspecified),-2,-0.8,-4,3,5,-2.2,-0.9,-3,2,1
CC(C)C1CC(C(F)(F)F)n2nc(C(=O)O)cc2N1 (stereo unspecified),0,-0.9,0,-10,-2,0.6,-0.5,-4,-2,9
COc1cc(C(=O)NCC(=O)NCCN2C(=O)S/C(=C\c3ccc4c(c3)OCO4)C2=O)cc(OC)c1OC,-38,4.3,-4,30,2,0.0,-0.4,4,1,-3
CCOc1ccc(S(=O)(=O)NCc2ccncc2)cc1NC(=O)c1ccccc1,4,-2.0,-3,-8,-6,-2.6,-0.2,-4,4,-21
Cc1cccc(NC(=S)N2CCC(NC(=O)C3CCCCC3)CC2)c1,5,0.4,0,6,-5,0.0,-0.2,3,1,3
CCCCNc1c([N+](=O)[O-])cc(C)cc1[N+](=O)[O-],-33,-0.2,-2,3,-8,3.2,-0.1,2,12,-6
O=C(NCCn1cccn1)C1CCC(=O)N(CCc2ccccc2)C1 (stereo unspecified),5,0.1,-2,14,0,-1.3,-0.5,-2,4,-15
O=C(COC(=O)c1cc(=O)[nH]c(=O)[nH]1)Nc1cccc(S(=O)(=O)N2CCOCC2)c1,5,-1.4,-1,-6,-1,-1.6,0.6,-1,1,-14
Cc1onc(-c2ccccc2Cl)c1C(=O)NCCCc1ccccc1,-1,0.0,-2,-11,5,0.7,-0.1,-1,-1,4
CCCOc1ccc(CNC(=O)Cn2c(=O)oc3ccccc32)cc1,2,-0.3,-6,-15,2,-0.7,-0.7,0,1,-18
CSc1cccc(NC(=S)N(Cc2ccc(C)cc2)Cc2ccccn2)c1,1,0.6,-3,-1,-10,-1.3,-0.3,4,0,1
C=C(C)CN=CC1(C)CCC(C)=CO1 (stereo unspecified),3,1.9,-6,-10,-14,-0.2,-0.4,-1,-3,5

# Ordered by SMILES length (smallest number first): five of the compounds above
SMILES,SUMO1-SIM PPI,MsrA inhibitor,bovine MsrA act,Scp1 inh,E coli Lon inh,LMPTP inh,Tb MetRS inh,STEP block,DNMT1 block,CendR NRP1 mod
O=C(NNC(=O)c1ccc(Br)s1)c1cccc(Cl)c1,4,1.7,-4,-2,-2,0.6,-0.5,2,8,9
O=C(c1nc2ncccn2n1)N1CCN(c2ccc(F)cc2)CC1,-2,0.1,-1,-4,8,0.6,-0.1,4,2,5
CSc1cccc(NC(=S)N(Cc2ccc(C)cc2)Cc2ccccn2)c1,1,0.6,-3,-1,-10,-1.3,-0.3,4,0,1
COc1ccc(C(c2nnnn2C2CCCC2)N2CCC(C)CC2)c(OC)c1 (stereo unspecified),-2,-0.3,-7,31,3,-0.6,-0.1,0,-3,16
Cc1ccccc1OCCC(=O)N(CC(C)C)c1c(N)n(Cc2ccccc2)c(=O)[nH]c1=O,-1,2.1,-6,-3,3,-0.5,-0.2,-2,2,-1

# Screens: PubChem BioAssay, several laboratories
